GSH fluor – compound fluoresces at 488/530 nm on GSH beads; hit rate 0.25% among 190,000; GSH beads flow cytometry, compound fluorescence 488/530 nm; hits give high values; fluorescence (KMESF) at 10 µM; in the data active = fluorescence above about 89;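 note: glutathione beads carrying GST-tagged Bcl family fusion proteins plus one bare bead set; values are compound well signal with DMSO vehicle wells as background; inactives centre near 16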
ABCB1 inh – inhibitors of human ABCB1 transporter, ABCG2 counter-screen | P08183 | CCRF-Adr cells, JC-1 efflux, flow cytometry | inhibition, % at 6.6 µM | hit rate 0.067% among 190,000 | AID 1326; in the data active = inhibition above about 40%;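 note: 0% = vehicle and 100% = reference inhibitor; higher value means more JC-1 retained so stronger ABCB1 efflux block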
Target sequence (P08183 whole entry, looked up): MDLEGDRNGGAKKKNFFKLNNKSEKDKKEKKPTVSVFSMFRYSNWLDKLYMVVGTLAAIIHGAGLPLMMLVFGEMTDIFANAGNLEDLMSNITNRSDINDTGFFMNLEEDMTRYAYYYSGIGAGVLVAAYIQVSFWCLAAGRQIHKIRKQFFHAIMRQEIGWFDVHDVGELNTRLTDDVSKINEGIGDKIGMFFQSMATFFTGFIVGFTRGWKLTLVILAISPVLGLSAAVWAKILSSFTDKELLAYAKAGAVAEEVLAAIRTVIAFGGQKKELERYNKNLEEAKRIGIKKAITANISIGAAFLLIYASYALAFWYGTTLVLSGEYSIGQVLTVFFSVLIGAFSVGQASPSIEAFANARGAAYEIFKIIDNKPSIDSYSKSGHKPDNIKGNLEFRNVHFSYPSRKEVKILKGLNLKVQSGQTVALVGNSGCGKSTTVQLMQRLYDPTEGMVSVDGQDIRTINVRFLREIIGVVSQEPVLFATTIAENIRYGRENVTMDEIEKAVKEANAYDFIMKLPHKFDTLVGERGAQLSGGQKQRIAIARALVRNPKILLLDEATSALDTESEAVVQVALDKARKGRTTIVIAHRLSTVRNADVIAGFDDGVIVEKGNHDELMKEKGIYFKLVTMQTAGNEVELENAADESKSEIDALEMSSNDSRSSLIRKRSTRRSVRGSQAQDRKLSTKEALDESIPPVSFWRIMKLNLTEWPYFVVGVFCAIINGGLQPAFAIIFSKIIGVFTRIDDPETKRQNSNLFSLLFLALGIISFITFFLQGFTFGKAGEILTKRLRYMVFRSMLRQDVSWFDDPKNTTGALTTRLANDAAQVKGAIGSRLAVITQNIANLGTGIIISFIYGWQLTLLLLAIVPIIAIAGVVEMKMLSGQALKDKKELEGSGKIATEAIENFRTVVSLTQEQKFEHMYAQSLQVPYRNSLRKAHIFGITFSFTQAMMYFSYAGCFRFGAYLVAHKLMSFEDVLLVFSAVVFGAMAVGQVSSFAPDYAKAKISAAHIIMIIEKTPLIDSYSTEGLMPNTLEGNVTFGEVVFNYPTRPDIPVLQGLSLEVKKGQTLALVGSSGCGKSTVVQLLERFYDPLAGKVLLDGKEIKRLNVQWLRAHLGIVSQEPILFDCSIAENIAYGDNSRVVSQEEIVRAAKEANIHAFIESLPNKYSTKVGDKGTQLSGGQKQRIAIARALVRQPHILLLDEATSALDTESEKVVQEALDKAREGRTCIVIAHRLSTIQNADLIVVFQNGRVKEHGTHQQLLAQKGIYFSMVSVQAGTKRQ
Mcl-1 Bim block – human Bim-Mcl-1 interaction inhibition. Bead-based flow cytometry, Bim peptide-Mcl-1 binding. hit rate 0.1% among 190,000. Q07820. inhibition, % at 10 µM. AID 1009; in the data active = inhibition above about 40%;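 note: 0% = no compound tracer wells and 100% = peptide blocker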
RGS7-Gao – regulators of human RGS7-Galphao interaction | Multiplexed bead flow cytometry, RGS7-Galphao binding; actives lie on both sides | binding response (% of control), % at 10 µM | AID 1439 | P09471 | hit rate 0.35% among 220,000; in the data active = binding response below about 49% or above about 150%; inconclusive = no clear call, values can overlap the other calls; inactive = in between;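 note: fluorescent Galphao held in activated GDP-AlF4 state binding bead-coupled RGS7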
ABCG2 inh – inhibitors of human ABCG2 transporter, ABCB1 counter-screen | inhibition, % at 6.6 µM | Q9UNQ0 | IgMXP3 cells, JC-1 efflux, flow cytometry | hit rate 0.1% among 190,000;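 active = inhibition above 80%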;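 note: 0% = DMSO and 100% = nicardipine control wells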
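Test system: IgMXP3 (ABCG2) plus far-red-tagged CCRF-Adr (ABCB1) cells / Amount: 3 million cells/mL in well / Reagent: JC-1 transporter substrate / Timing: 10 min compound exposure, 25 °C / Signal: flow cytometry, 530 nm JC-1 signal / Read-out: percent efflux inhibition, scaled nicardipine 100% to DMSO 0% / Benchmarks: nicardipine as high control, DMSO as low control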
Avidin fluor – compound fluoresces at 488/530 nm on avidin beads; hit rate 0.38% among 220,000; fluorescence (KMESF) at 10 µM; compound fluorescence 488/530 nm, flow cytometry; hits give high values; in the data active = fluorescence above about 47; note: inactives centre near 10
Pf gamet viab – P. falciparum stage V gametocyte viability inhibition; AID 743093; hit rate 0.065% among 150,000; inhibition, % at 10.9 µM; P. falciparum stage V gametocytes, ATP luminescence, 24 h;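 active = inhibition above the mean plus 3 SD of compounds within the control limits, set per campaign, cut at about 38% in these data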;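 note: 0% = DMSO wells and 100% = medium only without gametocytes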
RGS4-Gao reg – modulates binding of RGS4 to human Galphao | P09471 | Multiplexed bead flow cytometry; actives lie on both sides | binding response (% of control), % at 10 µM | hit rate 0.33% among 220,000 | AID 1415; in the data active = binding response below about 49% or above about 150%; inactive = in between;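 note: fluorescent Galphao activated with aluminum fluoride binding bead-coupled RGS4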
Mcl1 Bid PPI – disrupts binding of human Mcl-1 to Bid peptide; Q07820; TR-FRET Mcl-1/Bid-Dy647 peptide binding, 1536-well; inhibition, % at 21.7 µM; hit rate 0.97% among 220,000;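 active = compounds that cut the binding signal by more than half at the single screening dose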;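 note: His-tagged Mcl-1 with europium anti-His antibody binding Bid BH3 peptide; 0% = Mcl-1 plus peptide wells and 100% = peptide-only wells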
RGS8-Gao – human RGS8-Galphao interaction regulation; hit rate 0.34% among 220,000; AID 1423; P09471; response (percent of control binding), % at 10 µM; multiplexed bead flow cytometry, RGS8-Galphao binding; actives lie on both sides; in the data active = response below about 60% or above about 140%; inactive = in between;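 note: Galphao activated as the GDP aluminium fluoride complex binding bead-coupled RGS8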
Mcl1-Noxa inh – disrupts binding of human Mcl-1 to Noxa peptide; hit rate 1.5% among 220,000; Q07820; AID 1022; TR-FRET Mcl-1/Noxa peptide binding, 2 h; inhibition, % at 21.7 µM;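 active = compounds that cut the protein-peptide binding signal by more than 50% relative to plate controls in a single-dose test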;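 note: His-tagged Mcl-1 with rhodamine Noxa BH3 peptide and terbium anti-His antibody; 0% = Mcl-1 plus Noxa peptide wells and 100% = peptide-only wells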
Active calls of the source: *; ? = inconclusive; nt = not tested or not shown.

SMILES	GSH fluor	ABCB1 inh	Mcl-1 Bim block	RGS7-Gao	ABCG2 inh	Avidin fluor	Pf gamet viab	RGS4-Gao reg	Mcl1 Bid PPI	RGS8-Gao	Mcl1-Noxa inh
Clc1nc(-c2ccccn2)nc2scc(-c3ccccc3)c12	6	0.5	0	99	5	14	-13	103	-16	101	13
Cc1ccc2nc(C)cc(Nc3ccc4c(c3)OCCO4)c2c1	9	0.7	-2	111	4	12	nt	111	-19	100	19
NC(=O)[C@H](Cc1cc2ccccc2s1)NC(=O)[C@@H]1CC2(CC(c3cccc(NC(=O)[C@@H]4CCC(=O)N4)c3)=NO2)CN1C(=O)/C=C/c1c(F)cccc1Cl (some centres undefined)	15	-0.1	-1	99	0	33	nt	102	41	101	-74
CCN(CC)S(=O)(=O)c1cccc(C(=O)Nc2ccc(Cl)cn2)c1	19	0.3	-1	103	2	6	1	105	-1	102	18
COc1ccccc1N1CCN(C(=O)CSc2nc3ccccc3c(=O)n2CC2CCCO2)CC1 (centres undefined)	28	8.3	-2	103	26	11	6	103	-6	102	5
Clc1cccc(N/N=C/c2ccc(N3CCOCC3)cc2)c1	9	-0.6	-3	98	-1	10	-20	101	-56	101	30
COc1cccc(C(=O)NCC(=O)N/N=C(C)\C=C\c2ccccc2)c1	11	1.0	3	113	17	12	-9	109	9	128	31
CCCC(=O)Nc1nnc(-c2ccco2)s1	50	0.1	-1	100	1	6	-23	101	-6	101	18
CC(C)CC(=O)Nc1ccnc(-c2ccncc2)n1	18	0.3	-1	96	8	10	1	100	-13	98	8
Cc1[nH]c(=O)[nH]c(=O)c1NS(=O)(=O)c1ccccc1	11	0.1	4	101	1	7	20	98	14	103	14
COc1cc(/C=N/NC(=O)c2ccc(COc3cc(C)ccc3C(C)C)cc2)cc(OC)c1O	13	0.0	-5	102	0	14	nt	101	-43	101	51*
O=C(CSc1nnc(COc2ccccc2)n1Cc1ccco1)c1ccc(F)cc1	54	1.2	-2	102	4	7	-12	95	-14	98	8
COC(=O)c1c(C(=O)OC)c(C)n(Cc2cccnc2)c1C	17	0.3	-1	97	0	11	nt	100	0	101	20
C(=N\N1CCOCC1)/c1cccs1	14	-1.1	-1	101	3	4	9	101	-8	99	8
O=C1Nc2ccccc2N(O)N1c1ccc(Cl)c(Cl)c1	13	1.3	-4	97	3	6	-13	96	-38	97	-6
O=C(COc1ccc([N+](=O)[O-])cc1)Nc1ccc(CN2CCOCC2)cc1	16	1.2	-2	105	13	10	-20	103	37	105	8
CCOc1ccc2cc(C#N)c(SCC(=O)NC(C)CC)nc2c1 (centres undefined)	16	0.8	-2	100	5	36	nt	97	-7	99	-127
O=C(COC(=O)CCCNC(=O)c1ccc(Cl)cc1)Nc1cc(Cl)ccc1Cl	19	0.6	-30	103	2	3	0	100	-13	100	-4
O=C(NC12CC3CC(CC(C3)C1)C2)c1ccc(COc2ccc(Cl)cc2[N+](=O)[O-])o1	20	0.7	2	99	7	16	nt	96	-16	103	-11
CNC(=O)C(=O)Nc1ccc(C)cc1C	20	0.9	0	102	1	9	17	99	-15	98	-1
NC(=O)Cn1cc(C(=O)c2cccs2)c2ccccc21	23	1.0	0	96	9	35	nt	95	-7	97	13
Cn1c(=O)c2c(nc(N3CCOCC3)n2CC(=O)C23CC4CC(CC(C4)C2)C3)n(C)c1=O	8	1.0	-2	82	1	8	nt	69	-43	93	-7
Cc1[nH]c(=O)[nH]c(=O)c1S(=O)(=O)N1c2ccc(F)cc2CCC1C (centres undefined)	24	1.0	0	96	2	16	4	95	-10	96	18
Cn1c(=O)c2cc(S(=O)(=O)Nc3ccc4c(c3)OCO4)ccc2n(C)c1=O	28	1.2	-2	103	7	9	nt	108	-28	105	18
CCOC(=O)c1nn(-c2cccc(C)c2)c2nc(-c3ccccc3)c(C#N)c(=O)n12	29	2.5	-8	93	13	10	nt	92	-14	85	-12
Cc1ccc(NC(=S)N2CCN(c3ncccn3)CC2)cc1C	11	0.6	-4	99	19	10	8	104	92*	101	14
CCCCN1C(=O)CN(CCc2ccccc2)C(=O)C1c1ccc(OC)cc1 (centres undefined)	25	0.8	1	104	0	11	0	99	-9	102	1
Cc1ccc(-c2cc(-c3ccc(Cl)cc3)c(C#N)c(N)n2)o1	10	-0.6	-1	99	0	24	-32	94	23	87	72*
Cc1ccc(C(=O)Nc2ccc(C(=O)N/N=C/c3c[nH]c4ccccc34)cc2)cc1	8	-0.9	-4	106	-6	4	4	97	-3	102	8
O=C(c1ccc2nc(-c3ccco3)c(-c3ccco3)nc2c1)N1CCN(c2ncccn2)CC1	10	-0.2	8	82	-1	21	18	83	-47	84	100*
C#CCCCCCCCCC(=O)NCCCC	13	1.2	0	?	10	13	-3	101	-12	102	14
CCC(C)NC(=O)C(=O)NC1CCCC1 (centres undefined)	23	0.2	2	111	0	11	nt	108	3	103	10
CC(C)=CC1C(C(=O)Nc2ccc(Br)cn2)C1(C)C (centres undefined)	27	0.4	-2	92	7	9	-18	100	1	94	10
COc1ccccc1/C=C/C(=O)NCC(=O)N/N=C/c1cc(Br)ccc1OC	17	-0.5	-3	92	-1	7	8	93	1	98	27
O=C(N[C@H](C(=O)O)c1ccccc1)C1CCC(Cn2nnc3ccccc3c2=O)CC1 (some centres undefined)	nt	nt	nt	?	nt	5	nt	90	8	94	23
Cc1ccc(NC(=O)c2nc(C)n(-c3ccc([N+](=O)[O-])cc3)n2)cc1	33	0.5	0	97	2	6	nt	95	8	99	22

As entered above.
Result for Cc1ccc(NC(=O)c2nc(C)n(-c3ccc([N+](=O)[O-])cc3)n2)cc1 under RGS7-Gao: 97
Result for Cc1ccc(C(=O)Nc2ccc(C(=O)N/N=C/c3c[nH]c4ccccc34)cc2)cc1 under Pf gamet viab: 4
Result for O=C(c1ccc2nc(-c3ccco3)c(-c3ccco3)nc2c1)N1CCN(c2ncccn2)CC1 under Mcl1 Bid PPI: -47

(continued)
SMILES	GSH fluor	ABCB1 inh	Mcl-1 Bim block	RGS7-Gao	ABCG2 inh	Avidin fluor	Pf gamet viab	RGS4-Gao reg	Mcl1 Bid PPI	RGS8-Gao	Mcl1-Noxa inh
CC1C/C(=C/c2cccn2C)C(=O)/C(=C/c2cccn2C)C1 (centres undefined)	15	5.4	2	108	11	26	nt	107	-8	96	-71
CC1(C)Cc2c(C#N)c(SCc3ccccc3)nc(N3CCOCC3)c2CO1	10	2.8	-3	101	7	9	nt	103	-13	100	-8
CC1=C(C)C(=O)N(CCC(=O)O)C1=O	13	0.2	0	100	0	9	-3	108	-4	102	1
CCN(C(=O)COC(=O)c1cccnc1SC)C1CCS(=O)(=O)C1 (centres undefined)	16	0.7	-2	99	2	37	nt	101	-8	100	-13
Cc1cc2c(cc1C)C(c1cc(Br)ccc1F)CC(=O)N2 (centres undefined)	10	-0.3	-1	99	0	4	-16	99	2	93	-3
Cc1ccc(S(=O)(=O)Nc2nc(C)c(NC(=O)Nc3ccc(Cl)cc3Cl)s2)cc1	18	-0.5	0	104	-3	18	nt	101	-46	101	31
O=C(Nc1ccccc1)Nc1ccccc1NS(=O)(=O)c1cccs1	20	0.8	nt	101	5	3	9	94	-59	81	23
Cc1cc(C)nc(SCc2cc(=O)c(OC(=O)c3cccc([N+](=O)[O-])c3)co2)n1	7	0.7	10	118	2	11	3	99	-8	97	14
CCN(CC)CCN1C(=O)c2ccccc2NC1c1ccccc1F (centres undefined)	23	1.0	2	90	4	3	nt	88	4	75	28
COc1ccc2c(Cl)c(C(=O)NN3CCN(C)CC3)sc2c1	20	0.4	2	?	10	13	-18	102	-21	101	-9
COc1cccc(CNC(=O)c2cc3oc4ccccc4c3n2C)c1OC	62	0.1	0	103	2	7	nt	105	5	102	7
COc1cc(C(O)P(=O)(OCCC(C)C)c2ccc(N(C)C)cc2)cc(OC)c1OC (centres undefined)	nt	nt	nt	?	nt	8	3	101	-74	98	4
CCCS(=O)(=O)N1CCCC(C(=O)NCCCN(C)Cc2ccccc2)C1 (centres undefined)	35	0.4	1	94	6	9	nt	93	nt	97	nt
Cc1ccc(C(=O)C(OC(=O)CNS(=O)(=O)c2ccccc2)c2ccccc2)cc1 (centres undefined)	15	0.0	-3	97	0	11	2	97	25	103	-1
CCn1cc(C(=O)NCc2ccco2)c2cc(OC)c(OC)cc2c1=O	28	-0.3	-6	93	19	38	nt	92	-11	98	10
O=c1cc(N2CCCCC2)[nH]c(=O)n1C1CCCCC1	18	-0.7	-3	124	0	5	nt	126	-17	119	-3
CC(=O)Nc1ccc(NC(=O)C2CC(=O)Nc3ncnn32)cc1 (centres undefined)	nt	nt	nt	?	nt	8	-4	99	-45	97	9
Cn1c(N)c(N=O)c(=O)n(C)c1=O	nt	nt	nt	?	nt	3	0	97	1	100	11
COc1ccc(C(=O)NCC(=O)N2CCC(C)CC2)cc1OC	33	-0.8	-6	100	5	15	nt	100	-40	101	-3
CC(C)(C)OC(=O)NCCCCCc1nnc(SCc2cccc(F)c2)o1	nt	nt	nt	?	nt	8	3	99	-17	101	-11
COC(=O)Cc1c(C(=O)OC)nnn1-c1ccc(OC(F)(F)F)cc1	11	0.2	-2	107	0	23	5	107	3	108	4
O=C(Cc1cccs1)N/N=C/C=C\c1ccccc1[N+](=O)[O-]	27	0.6	2	105	3	22	6	105	-7	106	3
O=C(NC(=S)Nc1ccc(S(=O)(=O)Nc2nccs2)cc1)c1ccc(F)cc1	21	-0.6	4	96	-4	12	6	99	-17	101	18
COc1ccccc1N1CCN(C(=O)CSc2ncccc2-c2nc3ccccc3[nH]2)CC1	11	-4.8	-1	100	-11	11	nt	98	-42	100	19
COc1ccc(OC)c(/C=N/NC(=O)CSc2nnc(C)n2-c2ccccc2)c1	23	1.0	0	105	4	18	-8	96	-8	95	nt
O=C(O)c1ccc2c(c1)C(=O)N(N1C(=O)c3ccccc3C1=O)C2=O	111*	3.0	nt	106	2	24	nt	101	-25	99	17
CN(C)CCNC(=O)c1cccc(NS(=O)(=O)c2ccc(Cl)c(Cl)c2)c1	12	0.7	0	97	2	24	4	95	-8	97	8
Nc1nc(-c2ccc(-c3ccccc3)cc2)cs1	18	0.1	0	93	1	6	18	96	-59	90	9
CN(Cc1nc2ccccc2c(=O)[nH]1)c1ccccc1	9	0.3	-3	98	8	16	-1	100	-72	98	11
c1ccc(CNc2ccc(CNc3ncn[nH]3)cc2)cc1	17	0.8	-1	100	4	6	3	100	-35	101	-3
COc1ccc(OC)c2c(=O)cc(C(=O)O)[nH]c12	nt	nt	nt	?	nt	6	11	100	-8	101	38
Cn1c(SCC(=O)N/N=C/c2ccco2)nc2ccccc21	10	0.1	18	96	9	6	14	94	-1	98	12
